Screening results as filed in PubChem.
mec2-1: NCI yeast anticancer drug screen, S. cerevisiae mec2-1 strain. actives 9% (n = 79,000). % growth inhibition at 50 µM;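 further: 0% = growth of vehicle-only cultures of the same strain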
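Vehicle-treated cultures served as reference for growth inhibition of compound-exposed mec2-1 yeast.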
mlh1 rad18: NCI yeast anticancer drug screen, S. cerevisiae mlh1 rad18 strain | actives 11% (n = 79,000) | growth inhibition, % at 50 µM;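 further: 0% = growth of vehicle-only cultures of the same strain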
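Vehicle-treated cultures served as the reference for growth inhibition in a yeast strain carrying DNA damage repair alterations exposed to each compound.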
yeast sgs1 mgt1: NCI yeast anticancer drug screen, S. cerevisiae sgs1 mgt1 strain | actives 10% (n = 78,000) | AID 161 | % growth inhibition at 50 µM;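 further: 0% = growth of vehicle-only cultures of the same strain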
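Yeast cells carrying a defined DNA-repair defect were exposed to test compounds. Growth inhibition was measured relative to vehicle-treated controls.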
yeast bub3: NCI yeast anticancer drug screen, S. cerevisiae bub3 mutant strain; growth inhibition, % at 50 µM; actives 9.9% (n = 78,000);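 further: 0% = growth of vehicle-only cultures of the same strain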
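Yeast carrying a defined mutation is treated with each compound, and growth is compared with that of vehicle-exposed cells to give inhibition.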
yeast cln2 rad14: NCI yeast anticancer drug screen, S. cerevisiae cln2 rad14 strain; growth inhibition, % at 50 µM; actives 8.3% (n = 78,000);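 further: 0% = growth of vehicle-only cultures of the same strain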
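Growth of compound-exposed yeast (cln2 rad14 genotype) measured and expressed as inhibition relative to vehicle.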
rad50: NCI yeast anticancer drug screen, S. cerevisiae rad50 strain. actives 10% (n = 79,000). growth inhibition, % at 50 µM. AID 155;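 further: 0% = growth of vehicle-only cultures of the same strain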
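A DNA repair-deficient yeast mutant serves as the test organism; compound-induced growth inhibition is calculated against vehicle-treated cells.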
Starred values were filed as active, the others as inactive; & = joins results of further samples. No stated cut-off is given here; in the data, active means growth inhibition above about 70%; inactive means the rest. The order is random; about 14% have a hit in one of these screens.

Structure | mec2-1 | mlh1 rad18 | yeast sgs1 mgt1 | yeast bub3 | yeast cln2 rad14 | rad50
CCN(CC)C(=O)c1c2nc3c(C(=O)N(CC)CC)ccc(C)c3oc-2c(C)c(=O)c1N | 7 | 20 | 8 | 1 | 20 | 25
CCCCCCCCC(O)C(O)CCCCCCCCOC(=O)CCCCCCCCCCC(O)CCCCCC (centres undefined) | -9 | 18 | -2 | -2 | -10 | 13
CC(O)C(O)C(O)C(O)C#N (centres undefined) | 18 | 10 | 12 | 0 | 11 | 21
O=C1CC(NC(=O)C(F)(F)F)c2c1csc2Br (centres undefined) | -3 | 20 | -9 | -11 | -13 | -21
Brc1ccccc1CCc1ccccc1Br | -37 | 0 | 1 | -3 | 2 | -7
CCOC(=O)C(=CNC(=S)Nc1ccc(OCC)cc1)C(=O)OCC | -24 | 6 | -8 | 12 | -16 | -10
N#C/C(=C\n1c(=S)[nH]c2ccc([N+](=O)[O-])cc21)c1cccc(Cl)c1 | -14 | -11 | -34 | -2 | 4 | -25
CCCCCCCCCCCCCCCCCCc1c(C)cc(C)cc1C | 23 | 4 | 4 | 4 | 33 | 4

Compounds from the list above with a cyano group (two):
Structure | mec2-1 | mlh1 rad18 | yeast sgs1 mgt1 | yeast bub3 | yeast cln2 rad14 | rad50
CC(O)C(O)C(O)C(O)C#N (centres undefined) | 18 | 10 | 12 | 0 | 11 | 21
N#C/C(=C\n1c(=S)[nH]c2ccc([N+](=O)[O-])cc21)c1cccc(Cl)c1 | -14 | -11 | -34 | -2 | 4 | -25

(list continues)
Structure | mec2-1 | mlh1 rad18 | yeast sgs1 mgt1 | yeast bub3 | yeast cln2 rad14 | rad50
COC(=O)/C=C(\C)Nc1ccc(C(C)=O)cc1 | 0 | 8 | -14 | -9 | -32 | 5
CCOc1c(C)cc(C(C)c2cc3c(cc2OC)OCO3)cc1C (centres undefined) | 26 | 25 | 24 | 51 | 17 | 19
OC(CCl)C(O)C(O)C(O)CCl (centres undefined) | 2 | -2 | 2 | 1 | 8 | 3
O=C(SCc1cccc2ccccc12)c1ccc(Cl)cc1 | -34 | -8 | -7 | -9 | -15 | 3
CC(CO)CCC(=O)C(C)C1CC2(C)CCC3C(CCC4CC(O)CCC43C)C2C12SCCS2 (centres undefined) | 20 | 0 | -8 | 37 | 17 | 1
OCCNCCNCCO | -3 | 0 | 3 | 2 | -7 | 4
CC(=O)CC(=O)Nc1ccc(OS(N)(=O)=O)cc1 | -22 | -15 | 2 | 2 | 3 | -10
COc1ccc(N=c2cc(-c3ccccc3)oc3ccccc23)cc1 | 28 | 76* | 87* | 96* | 4 | 58
O=C1c2sc(-c3ccc(F)cc3)cc2-n2cccc21 | 18 | 30 | 20 | 19 | 5 | 22
CC1(C)C2CCC1(C)C(/C=N/NC(N)=O)C2 (centres undefined) | 18 | 13 | -6 | 20 | -46 | 5
O=S(=O)(O)c1cccc2cccc(Nc3ccccc3)c12 | 0 | 25 | 9 | -15 | -33 | 0
C=CC[C@]1(C(C)Cc2ccc(OC)c(OC)c2)C[C@@H](OC)C=CC1=O (some centres undefined) | 93* | 96* | 89* | 89* | 88* | 88*
Cc1nn(C(=O)c2ccccc2O)c2c1C(c1ccc(O)cc1O)SC(N)=N2 (centres undefined) | 23 | 48 | 42 | 72* | 41 | 46
CNC1=CC(=O)c2c(c3cc(OC(C)=O)ccc3n2C)C1=O | 8 | -6 | 0 | 28 | 11 | 4
CCC1CN2CCc3cc(OC)c(OC)cc3C2CC1O (centres undefined) | 40 | 28 | 20 | 44 | -3 | 1
CC(c1ccccc1)C(C)(C#N)c1ccccc1 (centres undefined) | 23 | 40 | 16 | 10 | 33 | 3
O=C(O)Cc1cccnc1 | -23&6 | 2&6 | -17&-6 | -8&-2 | 1&-4 | -7&4
CCN(CC)c1ccc(C)cc1Cl | 8 | 6 | -12 | 7 | -17 | -6
OCC1CC2C3CCC(C3)C2C1 (centres undefined) | -19 | -9 | -21 | -32 | -14 | -18
Cc1ccc(OC2CC(n3cnc4ncnc(Cl)c43)OC2Oc2ccc(C)cc2)cc1 (centres undefined) | 2 | -34 | 14 | 13 | 8 | 21
O=[N+]([O-])c1ccc2nc(/C=C(\O)c3ccccc3)c(/C=C(\O)c3ccccc3)nc2c1 | 18 | 11 | 14 | 14 | -13 | 21
O=C1/C(=C/c2ccc(Cl)cc2)CCC1CCN1CCOCC1 (centres undefined) | 41 | 59 | 51 | 41 | 60 | 47
C[C@@](O)(/C=C/[C@H]1CC=CC(=O)O1)[C@@H](C[C@@H](O)\C=C/C=C\C=C\CO)OP(=O)(O)O | 51 | 19 | 73* | 86* | 43 | 67
COc1ccc(N2C(=O)C3c4[nH]c5ccc(Br)cc5c4C4CCC(C(C)(C)C)CC4C3C2=O)cc1 (centres undefined) | -17 | 4 | 26 | 3 | -1 | 13
Cc1ccc(C)c(N)c1 | 2 | 2 | -8 | -12 | -4 | -10
CC(=O)NC(C)(C)C1CC=C(C)/C(=N\O)C1 (centres undefined) | -28 | -34 | -28 | -34 | -7 | -4
O=c1nc(-c2ccccc2)cc(CC(O)c2ccc(Cl)c(Cl)c2)[nH]1 (centres undefined) | -3 | -2 | 16 | 23 | -2 | 5
Cc1nc(-n2nc(-c3ccccc3)cc2-c2ccccc2)sc1C(/C=C\c1ccc([N+](=O)[O-])cc1)=N/NC(=S)NN | 37 | 65 | 81* | 66 | 11 | 61
O=C(Nc1nc2ccccc2[nH]1)C(=O)NC12CC3CC(CC(C3)C1)C2 | -11 | -22 | -3 | -2 | 24 | -20
CN(C)c1ccccc1CCO | -33 | 3 | -7 | -4 | 0 | -4
CC(C)C(Sc1nc(-c2ccccc2)c(-c2ccccc2)[nH]1)c1n[nH]c(=S)n1-c1ccccc1 (centres undefined) | 97* | 96* | 97* | 97* | 94* | 96*
Nc1nc2c(ccc3ccccc32)[nH]1 | 7 | 22 | 8 | 10 | 6 | -20
On1nnc2ccc(Cl)cc21 | 4 | -7 | -12 | -4 | 16 | -6
OCc1ccccc1C(c1ccc(O)cc1)c1ccc(O)cc1 | -8 | 5 | 29 | 13 | 18 | 26
COC1(OC)C(c2ccco2)C(C#N)(C#N)C1(OC)OC (centres undefined) | -2 | -1 | -8 | -5 | -38 | -6
CC1CC(C)S(=O)(=O)C1 (centres undefined) | -31 | -2 | -39 | -40 | -15 | -35
CCC1CCN(CC)CC1 | -37 | -4 | 3 | -20 | 2 | 3
CCOc1ccc(N2N=C(C)CCC2=O)cc1 | 2 | 0 | 5 | 6 | -11 | 6
C=C1SC(=Nc2c(C)cc(C)cc2C)N(C(=O)c2sc3ccccc3c2Cl)C12CCCCC2 | -14 | -21 | -16 | -2 | 1 | -8
Cc1ccc(C)c(NC(=O)CC/C(=N\NC(=O)C(N)=O)C(C)C(=O)c2ccc(O)cc2)c1 (centres undefined) | -17 | -26 | -34 | -25 | -9 | -29
CC(CCOCC1CO1)OCC1CO1 (centres undefined) | -17 | 23 | 4 | -18 | 15 | 14
O=C1NC(=S)N/C1=C/c1ccc2c(c1)CCC2 | -20 | 13 | 21 | 32 | 12 | 14
O=C1OC(c2ccccc2)=CC1(Cc1ccccc1)Cc1ccccc1 | -25 | -5 | 4 | 3 | -35 | 0
CC(C)CC(=O)NS(=O)(=O)c1ccccc1 | 5 | -22 | -3 | -17 | 5 | -6
O=C(/C=C/c1ccncc1)c1ccccc1 | -9 | 2 | -2 | -13 | 12 | 0
CCN(CC)c1ccc(/C=C2\CCc3ccc([N+](=O)[O-])cc3C2=O)cc1 | -15 | -8 | 6 | 4 | -4 | 2
COc1ccc(-c2oc3c(CC(=O)O)cccc3c(=O)c2OC)cc1 | -15 | -12 | -25 | -13 | -14 | -9
O=c1cc(-c2ccccc2)oc2cc(OCCCCCCCCCCOc3ccc4c(=O)cc(-c5ccccc5)oc4c3)ccc12 | -10 | -1 | -5 | -12 | 32 | 17

(continued)
Compound,mec2-1,mlh1 rad18,yeast sgs1 mgt1,yeast bub3,yeast cln2 rad14,rad50
NC(N)=NNS(=O)(=O)c1ccccc1,1,0,10,-1,43,3
CC(=O)Cc1ccc2ccccc2n1,1,43,4,6,-15,25
N#Cc1c(O)cc(=O)n2c1[nH]c1ccccc12,-24,-4,-22,10,-10,-15
CN1C(=O)CC(NC(=O)CNC(=O)c2ccccc2)C1=O (centres undefined),16,29,23,3,21,20
CCN(Cc1cc(Nc2ccnc3cc(Cl)ccc23)ccc1O)C(=O)N1CCN(C)CC1,6,11,20,-8,16,11
COC(=O)CCC(=O)CCC(C)C,8,6,-10,6,-6,10
NC(=O)C(O)C(O)C(O)C(O)CO (centres undefined),3&-5&12,1&-4&-3,-6&-6&-13,10&4&6,7&-33&-30,7&-19&7
Nc1ncc2ncn(C3CCC(CO)O3)c2n1 (centres undefined),-10,-6,-22,-11,-5,-7
Cc1ccc(S(=O)(=O)c2ccc(C)cc2)cc1,-18,-3,-1,6,-3,-9
N#C/C(=C\c1ccc(F)cc1)c1nc(-c2cc3ccccc3oc2=O)cs1,12,-46,-5,-6,21,14
COc1ccc(Nc2ccnc3cc(Cl)ccc23)cc1CCN,9,-6,24,-6,11,5
O=c1nc2n(Cc3ccccc3)c3ccccc3nc-2c(=O)[nH]1,38,27,97*,11,28,26
CC1(O)c2ccccc2-c2c1n([O-])c1ccccc1[n+]2=O (centres undefined),-6,4,12,-2,-44,8
CC(Br)C(=O)n1c2ccccc2c2ccccc21 (centres undefined),10,8,20,12,-14,22
CC1CC2C(=O)N(c3ccccc3)C(=O)C2c2c1c1ccccc1n2Cc1ccccc1 (centres undefined),22,39,42,-8,34,48
CCC(=O)c1cccc(-c2ccccc2)c1CC,-7,13,16,-23,4,18
C=CC(CNCCCCC)OC(=O)c1ccc([N+](=O)[O-])cc1 (centres undefined),0,-18,-7,39,-27,-20
Cc1cccc(O)c(=O)c1,100*,99*,99*,99*,100*,99*
COC(=O)/C=C(/C(=O)OC)c1c(C)cc2c(C)cc(C)cc(C)c1-2,-8,-1,22,39,11,36
O=C(Nc1ccccc1)c1nn(-c2cc(S(=O)(=O)O)c([N+](=O)[O-])cc2Cl)[n+](-c2cc(S(=O)(=O)[O-])c([N+](=O)[O-])cc2Cl)n1,-3,2,-25,-24,-27,-4
O=C1C2C3(CCl)C1C23CCl (centres undefined),47,41,38,18,10,24
Cc1c2oc3c(C)ccc(C(=O)NCCc4ccco4)c3nc-2c(C(=O)NCCc2ccco2)c(N)c1=O,8,44,13,1,16,39
Cc1cc2c(cc1C)-c1nn(-c3ccccc3)c(-c3ccc(Cl)cc3)c1CCO2,1,4,-2,-6,18,27
COc1ccccc1P(C)(=O)c1ccccc1 (centres undefined),-4,-5,-4,-15,-26,-4
O=CN(Cc1ccccc1)Cc1ccccc1,8,-13,4,-4,1,5
O=S(=O)(CI)c1ccc(Cl)c(Cl)c1,-10,-4,3,-3,-13,18
CCN(CC)CC(C)(C)C(=O)/C=C/c1ccc(C)cc1,13,20,57,-13,4,40
C/C(=N\NS(=O)(=O)c1ccccc1)c1ccc(Cl)c(Cl)c1,-10,-39,-19,10,2,-19
O=C(CCCl)NNC1=NCCCCN1,8,1,11,19,-15,9

Another view of part of the listing above.
The line under a structure holds: mec2-1	mlh1 rad18	yeast sgs1 mgt1	yeast bub3	yeast cln2 rad14	rad50
> O=c1nc2n(Cc3ccccc3)c3ccccc3nc-2c(=O)[nH]1
 : 38	27	97*	11	28	26
> CC1(O)c2ccccc2-c2c1n([O-])c1ccccc1[n+]2=O (centres undefined)
 : -6	4	12	-2	-44	8
